RORA act: activators of human nuclear receptor RORA; P35398; CHO-K1 Gal4-RORA LBD luciferase reporter, luminescence; percent increase over mock-subtracted basal signal; activation, % at 10 µM; 1.5% of 65,000 active; AID 560;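 active = activation above the mean of all tested compounds plus 3 SD, cut at about 49% in these data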;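 also: 0% = DMSO-treated RORA cells and 100% = added signal equal to DMSO minus mock-transfected cells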
M1 ag: M1 muscarinic receptor agonism; CHO-M1 cells, Fluo-4 calcium fluorescence, agonist mode; stronger effect = higher value; B-score at 10 µM; 3% of 64,000 active;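 active = fluorescence rise, raw or as B-score row- and column-corrected plate score, outside the 99.7% band of its plate's samples, either direction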
TNAP act DEA: human TNAP activation, intermediate phosphate acceptor. P05186. purified TNAP, CDP-star luminescence, 100 mM DEA, 30 min; stronger effect = higher value; scale: 0 levamisole-inhibited, 1 vehicle-only enzyme. activation factor at 20 µM. 64,000 tested, under 10 active;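 active = activation factor of at least 2 at 20 µM, relative to controls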
Ec RNAP inh: Escherichia coli RNA polymerase inhibition. inhibition, %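 (tested at 10 µM)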. 0.2% of 62,000 active. E. coli RNA polymerase, fluorescence transcription assay; in the data active = inhibition above about 20%;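 also: 0% = enzyme without compound and 100% = no enzyme blank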
Autofluor 339: intrinsic fluorescence of library compounds, ex339/em460 – biochemical, MLSMR library, data from DPM-DC assay, artefact control, profiling panel; fluorescence fold increase at 10 µM; 5.5% of 65,000 active; AID 709; compound autofluorescence, ex339/em460 nm, NADH buffer; stronger effect = higher value; 1 = no-compound wells, NADH background;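 active = at 10 µM, mean starting fluorescence two-fold or more over control wells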;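 also: signal is the first read of a kinetic run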
Ecoli tolC: blocks growth of E. coli BW25113 tolC mutant | OD615 | growth inhibition, % at 10 µM (by protocol) | 2.2% of 65,000 active | AID 573;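 active = growth inhibition at or above a cutoff equal to the mean over every tested compound plus 3 SD, cut at about 60% in these data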;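 also: growth measured after 20 h incubation at 37 °C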
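Signal: optical density read at 615 nm; Assay system: E. coli ΔtolC::kan strain BW25113; Times: 20 h incubation with compound, 37 °C; Dosing: 10 µM final, single dose.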
SF-1 act: activators of human nuclear receptor SF-1; activation, % at 10 µM; CHO-K1 Gal4-SF-1 LBD luciferase reporter; % increase over DMSO SF-1-specific signal; 1.9% of 65,000 active; Q13285;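 active = activation above the mean activation of all tested compounds plus 3 SD, cut at about 50% in these data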
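Material: Transient Gal4-SF-1 LBD reporter, CHO-K1 | Input: 4,000 cells/well | Dosing: One dose, 10 µM compound, 1% DMSO | Incubation: 20 h compound treatment, 37 °C | Detection: SteadyLite luciferase luminescence | Evaluation: Percent activation relative to DMSO median and mock-transfected background | Benchmarks: DMSO-treated SF-1-transfected cells as negative, DMSO-treated mock-transfected cells lacking SF-1 as background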
NADH coupling: inhibition of NAD/NADH coupling enzymes, library profiling | coupled PK/LDH NADH assays, four targets | IC50, µM (top dose mostly 10 µM), inactives show top-dose inhibition | 0.02% of 65,000 active | AID 774;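 active = single-dose screening hits from any of four coupled enzyme assays that gave an IC50 when retested across doses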;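 also: the DPM-DC format reads NADH fluorescence rather than 340 nm absorbance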
M1 antagonist: antagonists of rat M1 muscarinic receptor | P08482 | CHO-M1 cells, Fluo-4 calcium, ACh EC80 antagonist mode; stronger effect = lower value | B-score at 10 µM | 3.4% of 64,000 active | AID 628;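 active = calcium fluorescence response, raw or row-and-column corrected B-score, differing from the plate sample mean either way at a set confidence level, mostly lower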
Active calls of the source: *; nt = not tested or not shown; [ ] = dose if it differs, or a comment. Compounds were not picked by outcome, and some 15% of all compounds hit somewhere here.

SMILES	RORA act	M1 ag	TNAP act DEA	Ec RNAP inh	Autofluor 339	Ecoli tolC	SF-1 act	NADH coupling	M1 antagonist
CCC(C(=O)N1CCN(c2cccc(Cl)c2)CC1)c1ccccc1 (stereo not drawn)	-7	-0.54	1	10	1.1	100*	-15	4%	0.28
COC(=O)c1cc(OC)c(OC)cc1NC(=O)CSc1nnc(-c2cccnc2)n1C	2	0.77	0.9	8	1.1	-5	14	3%	-0.44
Cc1cc(C)c2nc(NC3=NCN(CCN4CCOCC4)CN3)nc(C)c2c1	-6	-1.2	0.9	6	1.2	-16	-10	11%	0.59
NC(=O)c1ccc(-n2nnnc2SCC(=O)Nc2ccc(N3CCOCC3)c(Cl)c2)cc1	-15	0.63	0.9	4	1.1	-20	-23	7%	0.51
C=CCn1c(NC(=O)c2ccccc2)c(C#N)c2nc3ccccc3nc21	12	21*	0.9	1	2.1*	89*	14	15%[fluoresces]	-0.7
CCC(C(=O)O)n1c(C(F)(F)F)nc2ccccc21 (stereo not drawn)	-8	0.42	0.9	2	1	-13	-11	3%	0.36
CN(C)/C=N/c1c(C#N)cnn1-c1ccc(C(F)(F)F)cn1	-4	-0.59	0.9	1	1.1	7	4	7%	0.71
CCOC(=O)C(N)CSC1CC(=O)N(c2ccc(C(=O)OC)cc2)C1=O (stereo not drawn)	-10	-1.9	1	1	1.2	-20	-2	5%	0.57
Nn1c(-c2cccc(Br)c2)n[nH]c1=S	0	-0.91	0.9	3	1.1	-4	4	7%	0.45
Nc1c(C(=O)NCCN2CCOCC2)c2nc3ccccc3nc2n1-c1ccc2c(c1)OCO2	55*	-0.14	0.9	8	1.6	-10	-7	10%	0.0078
CCC(=O)Nc1sccc1C(=O)OC	3	-0.49	0.9	5	1.1	0	-10	1%	0.35
CS(=O)(=O)N1Cc2ccccc2CC1C(=O)Nc1ccccc1C(N)=O (stereo not drawn)	-2	0.098	0.9	3	1.2	-5	-1	3%	-1.8
Cc1cc(C)c(C(=O)OCCNC(=O)c2cccnc2)cc1C	-6	0.8	0.9	6	1.1	11	2	5%	-0.46
Cc1cccn2c(=O)c3cc(C(=O)Nc4ccc(N(C)C)cc4)n(C)c3nc12	-17	0.26	0.9	7	1.3	-18	-9	4%	0.46
CC(C)C(c1nnnn1Cc1ccccc1)N1CCN(Cc2ccco2)CC1 (stereo not drawn)	-16	0.57	0.9	nt	1.1	1	-10	7%	0.65
CCC(C)(C)n1nnnc1C(c1ccc2ncccc2c1)N1CCN(c2nc3ccccc3s2)CC1 (stereo not drawn)	16	-0.31	0.9	0	1.1	34	41	6%	0.36
O=C(CCn1c(=S)[nH]c2ccccc2c1=O)N1CCN(c2ccccn2)CC1	2	0.26	0.9	4	1.1	7	14	3%	-1.1
CCOC(=O)c1c(C)[nH]c(C)c1C(=O)CSc1nnc(-c2cc(OC)c(OC)c(OC)c2)o1	-28	-0.19	0.9	2	1.1	-4	6	7%	-0.054
O=S(=O)(NC1c2cccc3cccc(c23)C1N1CCN(CCO)CC1)c1ccccc1 (stereo not drawn)	-16	-0.65	0.9	12	1	3	0	3%	-0.51
Clc1ccc(-c2nnc3sc(-c4ccc(Br)o4)nn23)cc1	-9	0.014	0.8	4	2.2*	4	-27	4%	-0.12
CC(=O)Oc1cccc(N2C(=O)C3C4C=CC(C4)C3C2=O)c1 (stereo not drawn)	-2	-0.76	0.9	0	1.1	-4	-4	4%	0.18
CCOC(=O)C(C)Oc1cccc2c(=O)n(CC(=O)NCc3ccco3)ccc12 (stereo not drawn)	-1	-0.62	0.9	2	1.4	0	-8	3%	-0.074
COc1ccccc1N1CCN(c2ccc(-c3ccccc3)nn2)CC1	-32	-0.55	0.9	6	1	8	-12	7%	-0.62
CCC(C)(C)NC(=O)CN(C(=O)CNS(=O)(=O)c1ccc(C)cc1)c1ccc2c(c1)OCCO2	-7	2.6	0.9	1	1	0	16	8%	1.4
Cc1nn(-c2ccccc2)c(C)c1CCC(=O)O	7	0.47	1	0	1.1	-24	0	0%	0.025
CCOc1ccc(/C(O)=C2\C(=O)C(=O)N(c3cc(C)on3)C2c2ccccc2OC)cc1 (stereo not drawn)	4	0.64	0.9	nt	1.1	1	5	6%	0.51
COC(=O)c1ccccc1S(=O)(=O)N(Cc1cc2ccc(OC)cc2[nH]c1=O)CC1CCCO1 (stereo not drawn)	-15	-1.1	1	4	1.2	18	4	10%	-0.14
CCOC(=O)c1sc(NC(=O)c2ccc3ncsc3c2)nc1C	20	0.021	1	8	1.3	-9	76*	1%	0.36
CCOC(=O)c1c(C)c(C(=O)N2CCc3ccccc3C2)c(C)n1CC	13	-1.8	0.9	4	1.1	29	7	6%	-0.86
CC1CN(C2CC(C)(C)NC(C)(C)C2)CCC1=O (stereo not drawn)	-20	0.28	1	-4	1.1	-1	-5	13%	0.092
CCOCCCNC(=O)C1CC(=O)N(C2CCCC2)C1 (stereo not drawn)	11	0.027	0.8	3	0.97	-12	9	1%	-0.037
COc1ccc(C)cc1-n1c(N)c(C#N)c(C#N)c1-c1ccc(OC)c(OC)c1OC	3	0.14	0.9	-6	1.2	12	-6	2%	-1.5
O=c1c(C/C=C/c2ccccc2)c(O)nc2n1CCCS2	-1	0.11	0.9	nt	1.1	-7	18	4%	-0.027
O=C(NC1CCS(=O)(=O)C1)c1ccc(S(=O)(=O)NCC2CCCO2)cc1 (stereo not drawn)	-2	2.2	1	2	1.1	-9	-6	6%	1.3
O=C(CCCCn1c(=O)c2ccccc2n(CC(=O)Nc2cccc(F)c2)c1=O)NCc1ccco1	-26	0.00058	0.9	8	1.1	-17	8	6%	0.32
CCC(C)(C(=O)NC1CCCCC1)N(Cc1ccco1)C(=O)c1cnccn1 (stereo not drawn)	-7	0.22	0.9	9	1.1	-4	5	1%	-0.19
O=C(CNS(=O)(=O)c1ccccc1)N1CCN(c2ccccc2)CC1	9	-0.082	0.9	10	1	-4	-1	6%	0.22
COc1cc(NS(=O)(=O)c2ccc(NC(=O)NC3CCCCC3)cc2)nc(OC)n1	-22	0.52	0.8	10	1.1	48	-4	8%	-0.44
CCOC(=O)c1ccc(NC2c3ncccc3C(=O)N2Cc2ccc(F)cc2)cc1 (stereo not drawn)	-26	-0.18	0.9	5	1	27	4	20%	0.3
O=C(CCSc1ccc(Cl)cc1)N1CCN(c2ncccn2)CC1	34	0.76	0.9	4	1.2	16	12	4%	0.027
CCc1ccccc1N1CCN(S(=O)(=O)c2cc(OC)ccc2OC)CC1	2	-2.1	1	7	1.1	58	0	6%	-0.37
CC(=O)c1n[nH]nc1Nc1nc(C)cc(C)n1	-11	-0.058	nt	nt	1.1	-2	-3	5%	-0.092
CCCc1noc2c1/C(=N\O)CC(CC(C)SCC)C2 (stereo not drawn)	0	0.62	0.9	6	1.1	46	-21	2%	-0.28
Cc1cnc(C(=O)OCC(=O)Nc2ccc(Cl)cc2)cn1	1	-0.53	0.9	7	1.1	-9	-14	3%	0.95
O=C(NCCN1CCCC1=O)Nc1ccccc1	-9	-0.43	0.9	4	1.1	-19	-8	1%	1.2

Twelve entries already listed, arranged by count of non-hydrogen atoms, rising:
SMILES	RORA act	M1 ag	TNAP act DEA	Ec RNAP inh	Autofluor 339	Ecoli tolC	SF-1 act	NADH coupling	M1 antagonist
Cc1nn(-c2ccccc2)c(C)c1CCC(=O)O	7	0.47	1	0	1.1	-24	0	0%	0.025
CCCc1noc2c1/C(=N\O)CC(CC(C)SCC)C2 (stereo not drawn)	0	0.62	0.9	6	1.1	46	-21	2%	-0.28
O=c1c(C/C=C/c2ccccc2)c(O)nc2n1CCCS2	-1	0.11	0.9	nt	1.1	-7	18	4%	-0.027
CCOC(=O)c1sc(NC(=O)c2ccc3ncsc3c2)nc1C	20	0.021	1	8	1.3	-9	76*	1%	0.36
O=C(CCSc1ccc(Cl)cc1)N1CCN(c2ncccn2)CC1	34	0.76	0.9	4	1.2	16	12	4%	0.027
COc1ccccc1N1CCN(c2ccc(-c3ccccc3)nn2)CC1	-32	-0.55	0.9	6	1	8	-12	7%	-0.62
C=CCn1c(NC(=O)c2ccccc2)c(C#N)c2nc3ccccc3nc21	12	21*	0.9	1	2.1*	89*	14	15%[fluoresces]	-0.7
O=C(CCn1c(=S)[nH]c2ccccc2c1=O)N1CCN(c2ccccn2)CC1	2	0.26	0.9	4	1.1	7	14	3%	-1.1
CCOC(=O)C(C)Oc1cccc2c(=O)n(CC(=O)NCc3ccco3)ccc12 (stereo not drawn)	-1	-0.62	0.9	2	1.4	0	-8	3%	-0.074
COC(=O)c1cc(OC)c(OC)cc1NC(=O)CSc1nnc(-c2cccnc2)n1C	2	0.77	0.9	8	1.1	-5	14	3%	-0.44
CCOc1ccc(/C(O)=C2\C(=O)C(=O)N(c3cc(C)on3)C2c2ccccc2OC)cc1 (stereo not drawn)	4	0.64	0.9	nt	1.1	1	5	6%	0.51
O=C(CCCCn1c(=O)c2ccccc2n(CC(=O)Nc2cccc(F)c2)c1=O)NCc1ccco1	-26	0.00058	0.9	8	1.1	-17	8	6%	0.32

(further entries)
SMILES	RORA act	M1 ag	TNAP act DEA	Ec RNAP inh	Autofluor 339	Ecoli tolC	SF-1 act	NADH coupling	M1 antagonist
O=C(CN1CCN(c2ccc(Cl)cc2)CC1)Nc1ccc(F)c(F)c1	-3	0.26	0.9	1	1.1	12	-1	4%	0.032
Cc1cccc(N2C(=O)N(c3ccccc3C)C3CS(=O)(=O)CC32)c1 (stereo not drawn)	5	0.46	0.9	9	1.1	-11	0	4%	0.73
Cc1occc1-c1nnc(SCC(=O)NCc2cccs2)n1CC1CCCO1 (stereo not drawn)	-2	-0.99	1	2	1.2	-9	-2	3%	1.4
O=C(c1ccco1)N1CCN(C(=O)C2CCCc3c2[nH]c2ccc(Cl)cc32)CC1 (stereo not drawn)	-5	0.23	0.9	4	1.1	15	-2	8%	-0.76
CC(=O)c1ccc(NC(=O)CSc2nnc(NC(=O)CN3CCOCC3)s2)cc1	15	0.089	1	-2	1.1	-4	7	7%	-1.1
CCOC(=O)N1CCC(NC(=O)COc2cc(=O)n(C)c3ccccc23)CC1	0	0.13	1	-3	1.1	-1	0	3%	0.85
O=C(O)COCc1nc2ccccc2[nH]1	-18	0.15	0.9	nt	1.1	-19	18	5%	0.061
O=C(NCc1cccs1)C1CCN(S(=O)(=O)N2CCCC2)CC1	-12	-0.026	0.9	6	1.1	-12	1	8%	-1
CC1Cc2ccccc2N1S(=O)(=O)c1ccc2c(c1)n(C)c(=O)c(=O)n2C (stereo not drawn)	2	-0.025	0.9	1	1	-17	12	4%	-0.34
O=C(CCNS(=O)(=O)c1cccc2nsnc12)NC1CCCc2ccccc21 (stereo not drawn)	-7	-0.84	0.9	5	1	11	18	3%	0.25
Cc1occc1C(=O)Nc1ccc2ccccc2c1	120*	-0.25	0.9	9	1.1	12	48	3%	-0.79
C=CCc1c(C)[nH]c(=S)c(C#N)c1C	5	-0.96	0.9	nt	1.1	11	5	14%	-0.48
CCOC(=O)c1c(C)oc2c1c1c(c3ccccc32)OCN(Cc2cccnc2)C1	-13	-0.14	1	1	1.1	5	-12	11%	0.8

Compound activity (PubChem BioAssay)
